# High-throughput results: PubChem, National Center for Advancing Translational Sciences (NCATS)
# Coupling enz: inhibits coupling enzyme system, counter-screen for aldolase hits. coupling enzyme system counterscreen, AmpLite Red fluorescence. activity change, negative = inhibition, % at 58.2 µM, hits read low. 290,000 compounds, 0.67% hits. AID 2472; in the data active means activity change below about -30%; further: on the % scale 0 is the no-effect control and ±100 the full control effect
#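 Counterscreen lacking aldolase: glyceraldehyde-3-phosphate coupling-enzyme reagent preincubated 10 min at RT with compound (at 57.5 uM final), then substrate/coupling system with AmpLite Red added; fluorescence read at 525/598 nm after 20 min RT.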
# NPC1 prom act: NPC1 promoter activation. Huh7 NPC1 promoter luciferase reporter, 24 h. Potency, µM (top dose mostly 9.22 µM), for the others: at the highest dose activation, actives largely listed as activators. 320,000 compounds, 2.4% hits;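 further: potency means the concentration at half of the fitted maximal effect; % of control where 0% means no effect; nearly all actives have a fitted effect of over 60% in size; reporter is driven by a mutant NPC1 promoter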
#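 Luminescence read-out of NPC1 promoter-driven luciferase in stably transfected Huh7 cells; compounds delivered in DMSO and left 24 h at 37C, 5% CO2, qHTS titration format.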
# RORgamma inh: blocks mouse ROR gamma transcriptional activity; Drosophila S2 Gal4-RORgamma UAS-luciferase reporter, 20 h; Potency, µM (series often up to 53.6 µM), without a hit: at the top dose activity change, negative = inhibition, actives largely listed as inhibitors; 310,000 compounds, 5.4% hits; further: potency means the concentration at half of the fitted maximal effect; on the % scale 0 is the no-effect control and ±100 the full control effect; nearly all actives have a fitted effect of over 60% in size
# Target sequence (P51450 whole entry, looked up, the tested form may be a part): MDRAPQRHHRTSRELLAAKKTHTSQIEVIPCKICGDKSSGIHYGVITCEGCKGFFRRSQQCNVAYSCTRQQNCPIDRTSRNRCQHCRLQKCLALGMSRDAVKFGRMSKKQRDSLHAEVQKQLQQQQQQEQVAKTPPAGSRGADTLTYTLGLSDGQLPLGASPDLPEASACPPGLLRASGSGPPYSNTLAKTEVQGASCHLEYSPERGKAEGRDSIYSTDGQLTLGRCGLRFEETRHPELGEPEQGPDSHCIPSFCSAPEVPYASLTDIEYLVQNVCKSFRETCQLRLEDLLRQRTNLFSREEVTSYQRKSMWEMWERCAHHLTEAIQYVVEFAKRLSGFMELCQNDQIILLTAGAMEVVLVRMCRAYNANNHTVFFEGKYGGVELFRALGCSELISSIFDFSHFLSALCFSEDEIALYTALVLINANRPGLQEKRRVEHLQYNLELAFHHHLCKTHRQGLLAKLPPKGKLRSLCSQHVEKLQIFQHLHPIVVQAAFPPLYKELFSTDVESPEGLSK
#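 Compounds are pin-transferred onto Drosophila Schneider cells expressing a copper-inducible Gal4–ROR gamma transactivation domain fusion. After 1 hr, copper sulfate is added to 700 uM final; luciferase is read 20 hr later.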
# Gal4-VP16 FLuc: counter-screen for ROR gamma inhibitors: Gal4-VP16 reporter; Drosophila S2 Gal4-VP16 UAS-luciferase, luminescence, 20 h; Potency, µM (doses to about 53.6 µM), for inactives: at the top dose activity, negative = inhibition, actives largely listed as inhibitors; 310,000 compounds, 3.5% hits; AID 2546;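 further: Gal4-VP16 expression switched on by copper sulfate through the metallothionein promoter; potency means the concentration at half of the fitted maximal effect; on the % scale 0 is the no-effect control and ±100 the full control effect; nearly all actives have a fitted effect of over 50% in size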
# Rab9 promoter act: activators of Rab9 promoter; Huh7 Rab9 promoter-luciferase reporter, luminescence, 24 h; Potency, µM (series often up to 9.22 µM), without a hit: at the highest dose activation, negative = inhibition, hits mostly activators; 320,000 compounds, 2.8% hits; further: potency means the concentration at half of the fitted maximal effect; % of control where 0% means no effect; nearly all actives have a fitted effect of over 60% in size
#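 Measured in stably transfected Huh7 cells bearing a Rab9 promoter–luciferase construct: 24 h compound treatment at 37 °C, followed by luminescence detection.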
# KCNH2 3.1 block: inhibitors of human KCNH2 3.1 potassium channel isoform | U2OS KCNH2 3.1, thallium flux FluxOr; stronger effect = lower value | activity change, % (tested at about 1.8 µM) | 340,000 compounds, 0.95% hits | AID 720553;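 active means maximum activity change below -70%; inconclusive means maximum activity change from -70% to -50%; inactive means maximum activity change above -50%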;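 further: thallium influx rate constant from kinetic fluorescence after stimulation buffer; on the % scale 0 is the no-effect control and ±100 the full control effect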
#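 Thallium flux via FluxOr fluorescence (Red40 quencher, 45 min loading) in U2OS cells virally expressing the KCNH2 3.1 isoform (1.77 x 10^8 /mL virus, overnight at 37 C). Rate constants from 2-min kinetic reads post-stimulation, normalised to positive and negative controls.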
# FLuc counter: inhibits or activates purified firefly luciferase, miR-21 counter-screen. P08659. Potency, µM (highest dose often 57.5 µM), for the others: at the top dose activity change, negative = inhibition, usual class: inhibitors. 360,000 compounds, 6.9% hits. AID 588342. purified FLuc, Km substrates, luminescence inhibition;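 further: potency means the concentration at half of the fitted maximal effect; plate controls were vehicle for no effect and reference inhibitor for full effect; nearly all actives have a fitted effect of over 55% in size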
#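 Purified P. pyralis luciferase (10nM final) with 10uM D-luciferin and 10uM ATP (Km levels) in 50mM Tris acetate pH 7.5, 10mM Mg acetate, 0.01% Tween-20, 0.05% BSA; qHTS 6-point titration, ~60 µM downward; luminescence read.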
# Tb PFK block: blocks T. brucei phosphofructokinase; O15648; T. brucei PFK, ADP-Glo luminescence; Potency, µM (doses to about 57.5 µM), for inactives: at the top dose activity, negative = inhibition, hits mostly inhibitors; 330,000 compounds, 0.17% hits;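 further: potency means the concentration at half of the fitted maximal effect; 0% = uninhibited 1x PFK enzyme wells and -100% = no-enzyme wells; nearly all actives have a fitted effect of over 60% in size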
# Target sequence (O15648 whole entry, looked up): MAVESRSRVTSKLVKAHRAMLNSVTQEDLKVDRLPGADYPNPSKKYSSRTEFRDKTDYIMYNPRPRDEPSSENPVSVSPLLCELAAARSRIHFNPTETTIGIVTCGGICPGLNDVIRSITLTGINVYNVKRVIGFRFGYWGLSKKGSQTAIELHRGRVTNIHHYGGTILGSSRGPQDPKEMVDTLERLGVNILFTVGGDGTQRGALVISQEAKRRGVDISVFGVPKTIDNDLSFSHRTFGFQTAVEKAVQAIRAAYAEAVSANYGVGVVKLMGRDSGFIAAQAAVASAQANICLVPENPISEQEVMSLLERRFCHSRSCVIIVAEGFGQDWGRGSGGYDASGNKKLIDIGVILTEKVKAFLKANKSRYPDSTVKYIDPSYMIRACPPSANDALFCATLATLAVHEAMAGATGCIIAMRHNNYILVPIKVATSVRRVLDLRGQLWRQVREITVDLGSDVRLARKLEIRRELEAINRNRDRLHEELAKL
#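 ADP-Glo luminescence quantified ADP after 45 min at room temperature, with 1.25 nM T. brucei PFK, 0.1 mM ATP and 0.5 mM fructose-6-phosphate in pH 8.0 TEA buffer. qHTS titrations up to 57 µM; curves classified by quality.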
# ELG1 genotoxic: genotoxicity induction in ELG1-luciferase HEK293T cells | HEK293T ELG1-luciferase reporter, luminescence, 16 h | Potency, µM (titrated, usually from 46 µM), for inactives: at the highest dose activity change, positive = activation, usual class: activators | 330,000 compounds, 1.3% hits | AID 504466; further: potency means the concentration at half of the fitted maximal effect; % of control where 0% means no effect; nearly all actives have a fitted effect of over 60% in size
#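 After overnight (16 hr) compound treatment at 37 °C, ELG1-luciferase HEK293T cells were lysed with ONE-Glo; luminescence quantified 30 min later at room temperature.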
# uPA surface inh: inhibitors of cell surface uPA generation; AID 540303; Potency, µM (doses to about 38.3 µM), inactives show at the top dose activity change, negative = inhibition, hits mostly inhibitors; cell surface uPA generation assay, qHTS; 330,000 compounds, 0.31% hits; active means well fitted inhibition curve with a large enough effect; inconclusive means small, poorly fitted or top-dose-only effect; inactive means no such curve, though single readings can be large or run the other way; tested in mouse RAW 264.7 cells; further: potency means the concentration at half of the fitted maximal effect; on the % scale 0 is the no-effect control and ±100 the full control effect; nearly all actives have a fitted effect of over 55% in size
# Giardia killer: kills Giardia lamblia; Giardia lamblia trophozoite viability; activity change, % at 7.66 µM, hits read low; 340,000 compounds, 0.15% hits; AID 540267; in the data active means activity change below about -80%; inconclusive means between about -30% and that limit;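 further: parasites exposed to compound for two days anaerobically before the ATP read; on the % scale 0 is the no-effect control and ±100 the full control effect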
#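 Compounds were tested on trophozoites seeded at 100 cells/well and held 48 hrs at 37 deg C anaerobically. An ATP-based luminescent kit measured the remaining live cells.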
# Numbers without * were called inactive; ? = inconclusive; . = no result given; & = joins results of further samples; [ ] = another dose, or the depositor's remark. Unless noted, the call rests on the fitted dose curve; in most records, active means well fitted curve in the direction sought with a large enough effect; inconclusive means small, poorly fitted or top-dose-only effect, or another doubt; inactive means no such curve, though single readings can be large; an effect the other way counts as inactive or inconclusive.
SMILES,Coupling enz,NPC1 prom act,RORgamma inh,Gal4-VP16 FLuc,Rab9 promoter act,KCNH2 3.1 block,FLuc counter,Tb PFK block,ELG1 genotoxic,uPA surface inh,Giardia killer
Cc1ccc(C)c(NC(=O)C2CCCN(S(=O)(=O)c3c(C)noc3/C=C/N(C)C)C2)c1 (centres undefined),.,-2%,0%,-6%,-1%,-2,1%&-6%,-10%,-4%,-18%,18
COC(=O)CNS(=O)(=O)c1ccc(OC)cc1,0,0%,-9%,1%,-2%,-3,0%,0%,2%,0%,0
COc1ccc(CCNC(=O)C2CCCN(Cc3nc(-c4ccccc4C)oc3C)C2)cc1OC (centres undefined),-1,-7%,42%,?,-6%,-6,0%,1%,-11%,-2%,0
COc1ccc(-n2ccc(=O)c(C(=O)O)n2)c(OC)c1,0,1%,-9%,4%,1%,5,0%,1%,0%,4%,-13
O=c1cc(O)n(-c2ccc(Cl)cc2)c(=S)[nH]1,4,-6%,?,2%,1%,-15,-2%,-5%,0%,1%,-21
CSc1ccc(S(=O)(=O)N2c3ccccc3CC2C)cc1 (centres undefined),-2,-13%,42%[1.91 µM],-17%,3%,-10,0%,-2%,-4%,?,-4
O=C(NCC(c1ccco1)N1CCOCC1)c1ccc(F)cc1 (centres undefined),.,1%,.,.,-6%,8,4%,-9%,3%,2%,-6
NC(=O)c1ccc(Cc2ncc(C(F)(F)F)cc2Cl)s1,1,1%,-2%,-12%,-36%[inhibitor],-22,-1%,-2%,-1%,-1%,-26
O=C(NCCCN1CCCCCC1)C1CCCN(S(=O)(=O)c2cccc3nsnc23)C1 (centres undefined),2,1%,0%,3%,1%,2,0%,-2%,-2%,-2%,22
COc1ccc(OC)c(NC(=O)c2ccc(NS(C)(=O)=O)cc2)c1,-1,-4%,-6%,-1%,-3%,5,-1%,2%,-1%,.,-1
O=C1CC(Cc2ccccc2)C(=O)N1c1ccc(Cl)cn1 (centres undefined),3,-13%,2%,-4%,-8%,-8,0%,2%,0%,2%,7
O=C(NC1CCCC1)C1CCC(=O)N1C1CCCC1 (centres undefined),-4,-1%,0%,-7%,-3%,-4,3%,-4%,-3%,-4%,17
CCOC(=O)N1CCN(C(=O)c2oc3ccc(S(=O)(=O)N(CC)CC)cc3c2C)CC1,0,-8%,-14%,-3%,-4%,1,-2%,-5%,-18%,6%,14
COc1cccc(CNS(=O)(=O)c2cc3c(cc2Cl)NC(=O)CO3)c1,1,2%,-22%,1%,3%,-11,-2%,-4%,-1%,-2%,6
O=C(O)c1cc(S(=O)(=O)NCc2ccco2)c(Cl)cc1Cl,3,0%,-6%,-5%,2%,-3,-3%,7%,0%,3%,-26
O=C(Nc1ccccc1C(=O)N1CCOCC1)c1cccnc1,-4,-3%,-3%,0%,-4%,-4,3%,6%,0%,-2%,-13
CC(C)CCOP(=O)(c1ccc(N(C)C)cc1)C(O)c1ccc(N(C)C)cc1 (centres undefined),0,-8%,6%,4%,-1%,-8,4%,-10%,-5%,11%,0
CC1CN(C(=O)C(C)N2CCN(c3cccc(Cl)c3)CC2)CC(C)O1 (centres undefined),2,-4%,3%,-11%,-2%,12,-1%,0%,-7%,-4%,-5
COc1cccc(N2CCN(C(=O)CCSCc3ccccc3F)CC2)c1,-3,1%,-14%,-3%,0%,11,-3%&0%,1%,-10%,-3%,-9
COc1cccc(-c2nnc3sc(-c4ccc(Cl)cc4)nn23)c1,2,4%,-22%,0%,-5%,.,0%,-4%,0%,.,.
CSc1ccccc1NC(=O)c1cnccn1,-2,11%,?,-2%[0.365 µM],1%,10,-1%,-14%,8%,.,1
Cc1cc(Cl)ccc1OCCCC(=O)NN,-1,0%,-3%,7%,0%,14,3%,-3%,-1%,0%,1
CCC(C)(C)NC(=O)C(c1ccccc1)N(C(=O)c1csnn1)C1CC1 (centres undefined),5,1%,-12%,-9%,0%,7,0%,-5%,0%,2%,3
Cc1ccc2cccc(SCC(=O)N3CCOCC3)c2n1,1,2%,11%,-4%,-1%,-7,-3%,0%,-1%,4%,2
O=C(Cn1c(=O)oc2ccccc21)Nc1ccc(F)c(F)c1,1,3%,1%,-12%,1%,-11,-2%,-1%,0%,3%,1

# Limited to RORgamma inh, for some of the entries so far:
SMILES	RORgamma inh
O=C1CC(Cc2ccccc2)C(=O)N1c1ccc(Cl)cn1 (centres undefined)	2%
CCC(C)(C)NC(=O)C(c1ccccc1)N(C(=O)c1csnn1)C1CC1 (centres undefined)	-12%

# More structures.
SMILES,Coupling enz,NPC1 prom act,RORgamma inh,Gal4-VP16 FLuc,Rab9 promoter act,KCNH2 3.1 block,FLuc counter,Tb PFK block,ELG1 genotoxic,uPA surface inh,Giardia killer
COc1ccc(CNC(=O)C2CCCN2)cc1OC (centres undefined),1,2%,-28%,-6%,-1%,-2,-2%,0%,-1%,3%,1
O=C(/C=C/c1ccc(Cl)cc1)N(Cc1cccs1)C1CCS(=O)(=O)C1 (centres undefined),1,-8%,?,?,-7%,9,-3%,0%,-12%,5%,-8
Cc1ccnc(SCc2cc(=O)c(OC(=O)c3cccs3)co2)n1,1,1%,9%,20%,4%,20,?,-1%,-8%,0%,-7
Cc1ccc(C(=O)Nc2ccc(OCc3ccccc3)cc2)s1,3,?,-30%,-21%,29%,-35,?,2%,?,0%,2
Cc1ccc(NC(=O)C2=C(O)CCn3c2nc2ccccc23)cc1,-12,17%,4.5µM*,5.6µM*,8%,-20,12µM*,5%,1%,-7%,-4
CCC(=O)Nc1cc2[nH]c(=O)cc(C)c2cc1C,-10,1%,-26%,-8%,-7%,-8,7%,3%,2%,6%,-2
O=C(Nc1ccc(Cl)c(Cl)c1)N1CCSCC1,1,0%,39%,6%,1%,14,?,?,-1%,2%,-21
COc1ccc(OCC(=O)NCCNC(=O)c2ccccn2)cc1,0,1%,4%,-10%,21%,-11,0%,-2%,4%,8%,-13
CCCN(C(=O)c1cc(Cl)nc2ccccc12)c1c(N)n(Cc2ccccc2)c(=O)[nH]c1=O,.,-3%,.,.,-7%,-2,0%,-7%,9%,3%,-3
Cc1ccc(C2CC2c2n[nH]c(=S)n2-c2cccc(C)c2)cc1 (centres undefined),-1,-3%,3.2µM*,6.3µM*,-3%,7,-14%,-7%,-1%,4%,-12
Cn1cc(C(=O)c2ccc(Cl)cc2Cl)cc1C(=O)N/N=C(\N)COc1ccc(F)cc1,0,-5%,2.2µM*,2.5µM*,-1%,-32,3%,1%,-14%,0%,0
CN(C)CCCNC(=S)N(CCCO)Cc1cc2cc3c(cc2[nH]c1=O)OCO3,1,-2%,3%,6%,-3%,-8,-4%,-6%,0%,3%,-9
CC(=O)N1CCc2c(sc(NC(=O)CN3C(=O)CCC3=O)c2C(N)=O)C1,-24,0%,?,-5%,-2%,6,1%,1%,4%,9%,22
COc1ccccc1NC(=O)c1ccccc1Oc1ccccc1,3,-1%,5%,2%,?,-1,-1%,-1%,-6%,-6%,6
CCN(CC)c1ccc(S(=O)(=O)N2CCOCC2)cc1NC(=O)CSc1ccccc1,.,1%,.,.,-2%,-10,2%,-4%,-1%,4%,12
CC(C)(C)[C@H]1CCC(=O)N([C@H](CN=[N+]=[N-])Cc2ccccc2)CC1,0,-5%,40%,-2%,7%,-6,2%,1%,-2%,5%,11
CC(=O)c1ccc(N2C(=NC(=O)C3CCCCC3)SC3CS(=O)(=O)CC32)cc1 (centres undefined),0,-3%,-7%,15%,0%,7,0%,2%,3%,-1%,-14
C=CCNC(=S)/N=c1\sccn1C,-1,1%,-89%,-56%,4%,5,-9%,-11%,-1%,1%,20
C/C(=N\NC(=O)C(N)=O)c1ccc(Br)cc1,0,1%,19%,-8%,-6%,-5,-2%,-14%,-2%,2%,-7
COc1cc(NC(=O)c2sc3ncn(CC(=O)N4CCCCC4)c(=O)c3c2C)cc(OC)c1OC,1,2%,6%,-10%,-3%,3,0%,1%,0%,4%,-1
C=CCNc1nc2ccccc2nc1NS(=O)(=O)c1ccc(Cl)cc1,7,-3%,?,-3%,-5%,24,8%,2%,-17%,7%,-6
CC(NS(=O)(=O)c1ccc(N)cc1)C1CC2CCC1C2 (centres undefined),-2,2%,-4%,0%,-1%,1,-1%,0%,2%,4%,3
Cc1cc(NC(=O)c2cc(-c3cccnc3)nc3c(C)c(C)ccc23)no1,-3,-3%,?,-26%,1%,1,-1%,-3%,-2%,-7%,1
Cc1ccccc1NC(=O)CS(=O)(=O)c1cn(CC(=O)N2CCOCC2)c2ccccc12,1,1%,15%,-3%,-6%,0,2%,-2%,-1%,1%,-7
